mouse EphA4 binding = inhibitors of EphA4 binding to KYL peptide, primary screen, biochemical, colorimetric, mouse EphA4 (AID 689); Ephrin type-A receptor 4 (Mus musculus); EphA4-AP binding to KYL peptide, pNPP A405; higher % means a stronger effect; one-dose inhibition, % at 10 µM; IC50 in µM for titrated hits; 62,000 compounds, 0.1% hits; in the data active means a potency from the dose series; inactive means the rest, 99 in 100 with inhibition below about 22%
An asterisk follows results filed as active. The list is partial. The share of hits here may be higher or lower than overall.

SMILES	mouse EphA4 binding
O=C(Nc1ccsc1C(=O)N1CCCCCC1)c1ccccc1	-2%
COc1cc(C(=O)Nc2ccc(O)cc2C(=O)O)ccc1OC(C)=O	2%
CCC(=O)c1ccc(OCC(O)CN2CCN(C(c3ccccc3)c3ccccc3)CC2)cc1 (stereo not drawn)	-11%
O=C(O)CCC(=O)N(Cc1cccnc1)Cc1cccc(F)c1	-11%
CCOC(=O)c1ccc(-n2c(C)cc(/C=N/n3cnnc3)c2C)cc1	-1%
COc1cc(/C=C/C(=O)Nc2ccccc2C(F)(F)F)cc(OC)c1OC	-12%
COc1ccc(OC)c(C2Sc3ccccc3NC3=C2C(=O)c2ccccc23)c1 (stereo not drawn)	10%
Cn1nnnc1SCC(=O)Nc1ccccc1[N+](=O)[O-]	-4%
CC(C)(C)NC(=O)CSc1nnc(Cc2ccc3c(c2)OCO3)n1C1CCCCC1	0%
CCCCSc1nc(SCC(=O)NCc2ccco2)c2c3c(sc2n1)COC(C)(CC)C3 (stereo not drawn)	10%
Cc1ccccc1OCC(=O)Nc1cccc(F)c1	8%
COc1ccc(/C=C2\SC(=S)N(CC(C)C)C2=O)c(OC)c1	3%
CCNc1nc(NC(C)C)nc(OCC)n1	7%
CN1C(=O)c2ccccc2C(C(=O)O)C1c1cn(C)c2ccccc12 (stereo not drawn)	15%
Cc1ccc(/C=N/NC(=O)CSc2nc3ccccc3n2C)s1	-21%
Cc1ccc(CCN2CC(C(=O)NCCN3CCCCCC3)CC2=O)cc1 (stereo not drawn)	-6%
CN(C)S(=O)(=O)Oc1ccsc1C(=O)Nc1ccc(Cl)cc1	0%
O=C(C1CCCCC1)N1CCN(S(=O)(=O)c2ccc(Br)cc2)CC1	6%
CCN(CC)c1cc(C)c2cc(NC(=O)c3ccc(Br)o3)ccc2n1	-1%
COc1ccc(CN(C(=O)c2ccco2)c2ccc(C)cc2)cc1OC	7%
CCOC(=O)CN(C(=O)CSc1nnc(-c2ccc(OC)c(OC)c2)o1)c1ccc(F)cc1	0%
CCC(C)N1C(=O)S/C(=C/c2ccc(Sc3nc4ccccc4[nH]3)o2)C1=O (stereo not drawn)	10%
O=C(NC1CC2CCC(C1)N2C(=O)NC1CCCCC1)NC12CC3CC(CC(C3)C1)C2 (stereo not drawn)	-24%
O=C(COc1ccc(-c2nnco2)cc1)NC1CCCc2ccccc21 (stereo not drawn)	-3%
CCOC(=O)Cn1nc(C)n(-c2ccccc2)c1=O	-6%
CCOC(=O)C(=O)Nc1ccc(S(=O)(=O)N2CCOCC2)cc1OC	0%
COc1ccc(OCCOCC(O)CN2CCOCC2)cc1 (stereo not drawn)	2%
O=C(Nc1ccccc1C(=O)Nc1ccc2c(c1)OCO2)c1ccco1	-11%
O=C1CN(C(=O)CSc2nncn2-c2ccccc2)c2ccccc2N1	8%
O=C1NN(c2ccccc2)C(=O)/C1=C/c1ccc(OCc2ccccc2F)cc1	-7%
C/C(=N\NC(=O)CNc1ccccc1Cl)C(C)(C)C	0%
O=C(CC(Nc1ccc(Br)cc1)c1ccc(F)cc1)c1ccccc1 (stereo not drawn)	-10%
O=C(NCCc1ccccc1)C(=O)NN=C1CCCC1	-12%
Cn1c(=O)[nH]c(=O)c2c1nc(SCCN1CCOCC1)n2CCCc1ccccc1	-1%
CCNC(=S)N1CC(C)OC(C)C1 (stereo not drawn)	-7%
CSc1ccc(Cn2nnc(C(=O)Nc3ccc(C)c(C)c3)c2N)cc1	1%
COc1cc(/C=C2\C(=O)NN(c3ccccc3)C2=O)ccc1OCC(=O)O	-5%
CCOC(=O)CCCNC(=O)COC(=O)c1cc2ccccc2cc1O	0%
CCc1ccc(NC(=S)NC2CC3CCCC(C2)N3Cc2cccs2)cc1 (stereo not drawn)	-8%
COc1ccc(CCNC(=O)CSc2cccc3cccnc23)cc1OC	23%

Next section; the last 2 above are carried over.
SMILES	mouse EphA4 binding
CCc1ccc(NC(=S)NC2CC3CCCC(C2)N3Cc2cccs2)cc1 (stereo not drawn)	-8%
COc1ccc(CCNC(=O)CSc2cccc3cccnc23)cc1OC	23%
COc1ccc(C2C(C(=O)Nc3cccc(C)n3)c3ccccc3C(=O)N2C)cc1OC (stereo not drawn)	6%
CCOC(=O)c1sc(=NC(=O)c2ccc(S(=O)(=O)N3CC(C)OC(C)C3)cc2)n(C)c1C (stereo not drawn)	-18%
CNC(=O)CN(Cc1ccccc1)S(=O)(=O)c1ccccc1	19%
COC(=O)C1=C(C)NC(=S)NC1c1ccc(SC)cc1 (stereo not drawn)	9%
CCCCSc1nc2c(c(C(F)(F)F)c1C#N)CCC2	6%
CC(=O)Nc1cccc(C(=O)/C=C/c2ccco2)c1	8%
CCN1CCN(C(c2ccc(OC)cc2)C(O)C(=O)c2c[nH]c3ccccc23)CC1 (stereo not drawn)	-8%
Cc1cc(N2CCCCC2)nc(SCc2ccc(C#N)cc2)n1	13%
O=C(CSc1nc2c(c(=O)n1-c1ccc(F)cc1)SCC2)NCC1CCCO1 (stereo not drawn)	-15%
CCn1c(Sc2nc(C)nc3scc(-c4cccs4)c23)n[nH]c1=O	-17%
COc1ccccc1N(CC(=O)NC1CCCCC1)S(C)(=O)=O	-5%
Cc1nn(-c2cc(N3CCCC3)ccc2[N+](=O)[O-])c(=O)c2ccccc12	-9%
CC(C)C(=O)Nc1nnc(SCC(=O)N2c3ccccc3CC2C)s1 (stereo not drawn)	-18%
Cc1cc(N2CCOCC2)nc2ccc(NC(=O)CCC(=O)N3CCCCC3)cc12	-6%
CCc1ccccc1NS(=O)(=O)c1cccc([N+](=O)[O-])c1	-1%
O=c1[nH]c2ccc(Cl)cc2c(O)c1-c1ccccc1	-10%
CC(NC(c1ccccc1)(c1ccccc1)c1ccccc1)C(=O)O (stereo not drawn)	-12%
O=c1cc(CSc2nc3cc(Cl)ccc3o2)nc2sccn12	-6%
CCOC(=O)Cc1csc(NC(=S)NC(=O)c2ccccc2C)n1	-4%
CNc1nc2[nH]c(=O)c3c(c2s1)OC(N)=C(C#N)C3c1cccc(F)c1 (stereo not drawn)	7%
Cc1ccc(C)c(S(=O)(=O)Nc2ccccc2C(=O)Nc2cc(C)on2)c1	-12%
O=C(NC1CCCCC1)C1CC(=O)N(c2ccc(Cl)cc2)C1 (stereo not drawn)	7%
COCCCNC(=O)C1CC(=O)N(c2ccc(C)cc2)C1 (stereo not drawn)	-17%
Cc1c(C(=O)N2CCCc3ccccc32)oc2ccc(S(=O)(=O)N3CCOCC3)cc12	3%
O=C(COC(=O)CCC(=O)c1ccc(Cl)cc1)NCC1CCCO1 (stereo not drawn)	0%
Cc1ccc(-c2nc(CSCC(=O)N3CCN(C(=O)c4ccco4)CC3)c(C)o2)cc1	-9%
O=C(NCc1ccncc1)c1cccc(F)c1	38%
COc1ccc(-c2cc(C(F)(F)F)c3c(=O)n(-c4ccccc4)[nH]c3n2)cc1	-12%
O=C(CN(C(=O)CNS(=O)(=O)c1ccccc1)C1CCCC1)NCc1ccco1	5%
NC(=O)C1(NC(=O)[C@@H]2CC3(CC(c4cccc(NC(=O)[C@@H]5CCC(=O)N5)c4)=NO3)CN2C(=O)Cc2ccc(C(F)(F)F)cc2)CC1 (stereo partly drawn)	-13%
O=CN1CCN(C(=O)COc2ccc3ccccc3c2)CC1	-9%
COc1cccc(OCc2nnc(SCC(=O)OC3CCCCC3)n2C)c1	-8%
Cc1nc(Sc2nnnn2-c2ccccc2)c(C#N)c(C)c1C	-5%
Cc1ccc(/C(O)=C2/C(=O)C(=O)N(CCCn3ccnc3)C2c2ccccc2)cc1 (stereo not drawn)	-3%
C=CCCCCCCCCC(=O)NNC1=CC(=O)CC(C)(C)C1	-7%
Cc1cc(C)nc(NC(=O)C(c2ccccc2)c2ccccc2)n1	-7%
Cc1cc(NC(=O)C2C3C(=O)N(Cc4ccc(Cl)cc4)C(C(=O)NC(C)(C)C)C34C=CC2(C)O4)no1 (stereo not drawn)	-19%
CN(C)/C=C1/Sc2ccccc2C1=O	-16%
CC(C)(C)n1nnnc1C(c1cccs1)N(Cc1ccccc1)Cc1ccco1 (stereo not drawn)	-4%
COc1cc(/C=C2/SC(=S)N(Cc3ccccc3)C2=O)ccc1OC(=O)c1cccs1	8%
CC1CC(C)CN(C(=O)c2ccc(Cl)cc2)C1 (stereo not drawn)	5%
CCCCn1c(O)c(C=NCCCN(C)C)c(=O)[nH]c1=O	-5%
O=c1c2oc3ccccc3c2ncn1Cc1ccccc1F	-1%
COc1cc([C@H]2[C@@H]3CCCC[C@]3(O)CCN2CC(=O)Nc2ccc(C)cc2C)ccc1O	-12%
CCOC(=O)C(CCCOc1cccc(CC)c1)C(=O)OCC	-8%
COc1ccc(/C=N/n2cnnc2SCCO)cc1OC	4%
COc1ccc(CNc2nc3c(c(=O)[nH]c(=O)n3C)n2Cc2ccccc2C)cc1	-8%
O=C(O)c1cc2nc3c(c(C(F)(F)F)n2n1)CCc1ccccc1-3	-7%
N#Cc1ccccc1N=C1C(=O)Nc2ccccc21	-9%
CCOC(=O)N1CCN(C(=O)c2oc(=O)c3ccccc3c2-c2ccc(C)cc2)CC1	11%
COc1ccc(CCNC(=O)CN(c2ccc(C)cc2)S(=O)(=O)c2c(C)noc2C)cc1OC	-3%
O=C(NCc1ccc2c(c1)OCO2)c1ccc(CS(=O)(=O)c2cccc(C(F)(F)F)c2)o1	-4%
O=c1[nH][nH]c(C(F)(F)F)c1C=Nc1ccccc1	4%
CCOC(=O)C(C)Sc1nnc(CNC(=O)c2ccc(OC)cc2)n1C1CCCCC1 (stereo not drawn)	-7%
CCC(=O)NCCCCCCNC(=O)CC	2%
O=C(CN1CCN(S(=O)(=O)c2ccccc2)CC1)NC(=O)NCc1ccccc1	-1%
Cc1nc2nc(C)c(CCC(=O)N3CCOCC3)c(C)n2n1	-3%
N#Cc1cc(N)ccc1Sc1ccc(Cl)cc1	1%
O=C1c2ccccc2NC(c2ccc3c(c2)OCO3)N1O (stereo not drawn)	-4%
CCOC(=O)N1CCN(C(=O)c2ccc3nc(N4CCC(C)CC4)sc3c2)CC1	3%
Other entries
SMILES	mouse EphA4 binding
O=C(CCN1C(=O)/C(=C\c2cccs2)SC1=S)N1CCOCC1	-9%
CCCC1CC(c2csc(N)n2)CCO1 (stereo not drawn)	-5%
Cn1c(/N=C/c2ccc3c(c2)OCO3)nc2ccccc21	-6%
CC1CN(c2oc(Cc3cccc4ccccc34)nc2C#N)CC(C)O1 (stereo not drawn)	0%
Cc1ccccc1NC(=O)/C(=C/c1ccco1)c1ccccc1	-4%
O=C(Nc1cc(C(F)(F)F)ccc1N1CCCCC1)c1cccc([N+](=O)[O-])c1	0%
Cc1nc(SCc2cccc(Oc3ccccc3)c2)n[nH]1	-5%
CCOc1nc(C)nc(NC(=O)NS(=O)(=O)c2ccccc2Cl)n1	7%
O=C(NCC(c1cccnc1)N1CCN(c2ccc(F)cc2)CC1)OCc1ccccc1 (stereo not drawn)	3%
CCN(CC)CCn1c(O)c(N=O)c2ccccc21	0%
CCCCCNC(=O)c1ccc2c(=O)n(CC3CCCO3)c(=O)[nH]c2c1 (stereo not drawn)	-2%
Cc1cc(C)nc(SCNC(=O)c2ccc(Cl)cc2)n1	1%
O=C(COC(=O)CSCC(=O)N1CCCCC1)NCc1ccc(F)cc1	-14%
Cc1ccc(S(=O)(=O)N(CC(=O)N2CCN(c3ccc(F)cc3)CC2)C2CCCCC2)cc1	-7%
C=CCNC(=O)c1onc(CSc2ccccc2CC)c1C(=O)O	-8%
COC(=O)C1=C(C)N(c2ccc(OC)cc2)C(=O)/C1=C\c1ccc(O)cc1	1%
O=C(CC(C(=O)O)C1CCCO1)Nc1cccc(C(F)(F)F)c1 (stereo not drawn)	4%
COc1ccc(Cl)cc1NC(=O)C12CCC(C)(C(=O)O1)C2(C)C (stereo not drawn)	-13%
O=C(O)CCCC(=O)N1CC(=O)Nc2ccccc21	6%
COc1ccc(-n2c(CNc3ccc(C)cc3)nnc2SCC(=O)Nc2nc(-c3ccccc3)cs2)cc1	-7%
CC1=C(C(=O)OCc2ccc3c(c2)OCO3)C(c2ccc(F)cc2)NC(=O)N1 (stereo not drawn)	-7%
CCC(c1nnc(SCC(=O)Nc2nnc(-c3ccccc3)o2)n1Cc1ccccc1)N(C)C (stereo not drawn)	-25%
Cc1ccc(NC(=O)c2ccc(Cl)c(N3C(=O)C=CC3=O)c2)cc1	0%
O=C(Nc1ccc(Cl)cc1)N1CCCc2ccccc21	0%
Cc1ccc(C(=O)NC(=S)Nc2ccc(S(=O)(=O)N3CCN(C)CC3)cc2)cc1	-11%

Of the compounds above, these have a Cl atom:
SMILES	mouse EphA4 binding
CN(C)S(=O)(=O)Oc1ccsc1C(=O)Nc1ccc(Cl)cc1	0%
C/C(=N\NC(=O)CNc1ccccc1Cl)C(C)(C)C	0%
O=c1[nH]c2ccc(Cl)cc2c(O)c1-c1ccccc1	-10%
O=c1cc(CSc2nc3cc(Cl)ccc3o2)nc2sccn12	-6%
O=C(NC1CCCCC1)C1CC(=O)N(c2ccc(Cl)cc2)C1 (stereo not drawn)	7%
O=C(COC(=O)CCC(=O)c1ccc(Cl)cc1)NCC1CCCO1 (stereo not drawn)	0%
Cc1cc(NC(=O)C2C3C(=O)N(Cc4ccc(Cl)cc4)C(C(=O)NC(C)(C)C)C34C=CC2(C)O4)no1 (stereo not drawn)	-19%
CC1CC(C)CN(C(=O)c2ccc(Cl)cc2)C1 (stereo not drawn)	5%
N#Cc1cc(N)ccc1Sc1ccc(Cl)cc1	1%
CCOc1nc(C)nc(NC(=O)NS(=O)(=O)c2ccccc2Cl)n1	7%
Cc1cc(C)nc(SCNC(=O)c2ccc(Cl)cc2)n1	1%
COc1ccc(Cl)cc1NC(=O)C12CCC(C)(C(=O)O1)C2(C)C (stereo not drawn)	-13%
Cc1ccc(NC(=O)c2ccc(Cl)c(N3C(=O)C=CC3=O)c2)cc1	0%
O=C(Nc1ccc(Cl)cc1)N1CCCc2ccccc21	0%
